NOD2-RIPK2 inh: blocks binding of human NOD2 to RIPK2 | O43353 | CHO BLA complementation NOD2-RIPK2, CCF4 ratio | inhibition, % at 4.98 µM | 0.38% of 360,000 active; in the data active = inhibition above about 21%;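 note: 0% = vehicle only and 100% = reference blocker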
EBV LMP1 NFkB: reduces LMP1-driven NF-kappaB luciferase signal | AID 504558 | 0.69% of 350,000 active | inhibition, % at 12.5 µM | LMP1-induced NF-kappaB luciferase reporter cells, luminescence; in the data active = inhibition above about 41%; inconclusive = no clear call, values can overlap the other calls;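 note: 0% = neutral control wells and 100% = reference inhibitor control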
NCOA1 inh: inhibits human SRC1 coactivator; Q15788; HEK293 GAL4-SRC1 luciferase reporter, luminescence; inhibition, % at 3.6 µM; 0.12% of 360,000 active;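 active = inhibition above the campaign mean plus 3 SD, with each screening campaign given its own cutoff, cut at about 60% in these data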;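 note: 0% = DMSO treated cells and 100% = gossypol at 36 µM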
Target sequence (Q15788 whole entry, looked up, the tested form may be a part): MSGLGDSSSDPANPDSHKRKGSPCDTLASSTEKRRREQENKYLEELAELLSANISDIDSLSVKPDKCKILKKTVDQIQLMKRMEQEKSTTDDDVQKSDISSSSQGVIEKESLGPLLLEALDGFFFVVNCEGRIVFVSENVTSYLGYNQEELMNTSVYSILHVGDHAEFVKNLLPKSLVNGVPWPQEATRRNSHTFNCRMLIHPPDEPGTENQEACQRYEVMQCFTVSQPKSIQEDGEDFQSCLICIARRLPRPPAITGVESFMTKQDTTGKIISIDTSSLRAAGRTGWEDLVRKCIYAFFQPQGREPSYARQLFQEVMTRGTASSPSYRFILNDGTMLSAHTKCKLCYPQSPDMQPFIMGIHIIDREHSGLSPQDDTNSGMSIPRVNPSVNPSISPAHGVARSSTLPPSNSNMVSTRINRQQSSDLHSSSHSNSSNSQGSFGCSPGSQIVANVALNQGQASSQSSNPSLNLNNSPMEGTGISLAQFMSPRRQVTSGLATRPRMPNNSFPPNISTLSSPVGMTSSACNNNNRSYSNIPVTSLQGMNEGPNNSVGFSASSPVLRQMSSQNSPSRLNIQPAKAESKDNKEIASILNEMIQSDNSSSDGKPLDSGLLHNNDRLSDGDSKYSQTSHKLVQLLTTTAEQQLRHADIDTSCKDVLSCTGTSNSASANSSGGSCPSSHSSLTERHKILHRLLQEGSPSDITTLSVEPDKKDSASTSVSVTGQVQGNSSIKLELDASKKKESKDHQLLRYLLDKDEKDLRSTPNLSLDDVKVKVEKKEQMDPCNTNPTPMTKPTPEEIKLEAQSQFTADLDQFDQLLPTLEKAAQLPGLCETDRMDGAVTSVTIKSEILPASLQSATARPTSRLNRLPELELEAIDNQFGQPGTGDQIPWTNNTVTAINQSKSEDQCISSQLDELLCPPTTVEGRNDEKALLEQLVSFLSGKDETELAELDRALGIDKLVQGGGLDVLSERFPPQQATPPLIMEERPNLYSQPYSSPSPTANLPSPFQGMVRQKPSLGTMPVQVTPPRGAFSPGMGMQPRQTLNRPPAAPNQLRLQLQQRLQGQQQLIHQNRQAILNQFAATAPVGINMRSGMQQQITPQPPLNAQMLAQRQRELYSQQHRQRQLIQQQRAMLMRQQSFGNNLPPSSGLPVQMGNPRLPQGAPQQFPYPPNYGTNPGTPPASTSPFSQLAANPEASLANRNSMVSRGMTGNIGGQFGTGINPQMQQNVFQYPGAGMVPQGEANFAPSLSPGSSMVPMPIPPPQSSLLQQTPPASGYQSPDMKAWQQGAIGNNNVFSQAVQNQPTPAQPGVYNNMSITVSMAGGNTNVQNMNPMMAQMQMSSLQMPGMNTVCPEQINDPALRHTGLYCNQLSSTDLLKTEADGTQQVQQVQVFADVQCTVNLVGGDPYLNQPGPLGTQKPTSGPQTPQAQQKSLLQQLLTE
SRC2 inh: human SRC2 (NCOA2) inhibition; HEK293 GAL4-SRC2 luciferase reporter, luminescence; inhibition, % at 9 µM; 0.17% of 370,000 active; AID 651957;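 active = inhibition above the mean inhibition of all tested compounds plus 3 SD, set per campaign, cut at about 52% in these data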;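 note: 0% = DMSO treated cells and 100% = cells given Gossypol at 36 µM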
NCOA3 inh: inhibitors of human steroid receptor coactivator 3 (SRC3). 0.17% of 360,000 active. inhibition, % at 3.6 µM. HEK293 GAL4-SRC3 luciferase reporter, luminescence. Q9Y6Q9;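 active = inhibition above a per-campaign cutoff, the mean of all compounds plus 3 SD, cut at about 60% in these data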;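 note: 0% = DMSO-treated cells and 100% = gossypol-treated cells at 36 µM; higher means less SRC3-driven luciferase light from the GAL4 reporter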
TRAIL sens C8: sensitizes caspase-8 expressing cells to TRAIL; NB7+C8 cells + TRAIL, ATPlite viability luminescence; 1% of 360,000 active; inhibition (viability loss, TRAIL sensitization), % at 10 µM;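 active = compounds causing at least 50% loss of cell viability in the single-dose screen, relative to plate controls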
COUP-TFII inh: inhibitors of human COUP-TFII (NR2F2); inhibition, % at 8.6 µM; AID 686940; 0.7% of 370,000 active; HEK293T NGFI-A luciferase reporter, luminescence; P24468;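 active = inhibition above a per-plate cutoff, mean inhibition of test wells between control levels plus 3 SD, cut at about 38% in these data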;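 note: cells cotransfected with COUP-TFII expression vector driving the NGFI-A reporter; 0% = median of COUP-TF2 test wells and 100% = reporter-only cells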
Vif imaging: blocks HIV Vif function; 0.35% of 340,000 active; HEK293T cells, Vif self-association by quenched fluorescence, imaging, 24 h; inhibition, % at 7.49 µM; in the data active = inhibition above about 50%, passing the limit was not always enough; inconclusive = no clear call, values can overlap the other calls; inactive = below about 31%; note: some results filed as inactive read as strong as hits
TROY signal inh: inhibitors of TROY-dependent NF-kB signaling; 0.98% of 360,000 active; Q293 LMP1-TROYcd NF-kB luciferase reporter, 4 h; AID 1347056; inhibition, % at 10 µM;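 active = compounds whose plate-normalised and pattern-corrected inhibition of the luciferase reporter signal at the single screening dose is 50% or more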
LRH-1 inv ag: inverse agonists of human LRH-1 (NR5A2) | O00482 | HEK293T StAR-luciferase reporter, LRH-1 transfected, 24 h | inhibition, % at 3.6 µM | 0.13% of 360,000 active;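 active = inhibition above the mean inhibition of all tested compounds plus 3 SD, cut at about 73% in these data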;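 note: 0% = DMSO wells and 100% = reporter-only cells lacking LRH-1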
TLR9-MyD88 inh: inhibitors of human TLR9-MyD88 binding; Q9NR96+Q99836; CHO BLA complementation TLR9-MyD88, CCF4 FRET ratio; inhibition, % at 4.98 µM; 0.21% of 340,000 active; AID 504734;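 active = inhibition above the mean over all tested compounds plus 3 SD, cut at about 21% in these data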;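 note: 0% = DMSO only wells and 100% = clavulanate BLA inhibitor control wells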
Starred values were filed as active, the others as inactive; ? = inconclusive; / = not tested or not shown.

Every second line gives: TROY signal inh	COUP-TFII inh	LRH-1 inv ag	Vif imaging	NCOA3 inh	EBV LMP1 NFkB	NOD2-RIPK2 inh	NCOA1 inh	TLR9-MyD88 inh	TRAIL sens C8	SRC2 inh
> COc1cccc(/C=N/NC(=O)CNC(=O)c2ccc(S(=O)(=O)N3CCCC3)cc2)c1OC
    -14	-4	13	-4	9	-39	-7	5	-4	-1	-8
> c1ccc2c(OCCCCN3CCCC3)cccc2c1
    18	15	5	-2	7	-2	-5	12	-10	0	15
> O=C(CSc1nnc(-c2ccncc2)o1)Nc1cc(Cl)ccc1C(=O)O
    10	4	-25	3	13	-3	7	-8	-8	1	-16
> Cc1ccc2oc(-c3ccc(NC(=O)CC(C)C)cc3)nc2c1
    -24	-74	-115	-7	-100	-14	-1	-78	-4	31	-8
> CCC1CCCCN1C(=O)/C=C/c1ccc2c(c1)OCO2 (centres undefined)
    -14	-5	-16	-7	-18	-9	-2	7	7	5	-42
> Cc1ccc(S(=O)(=O)N2CCN(C(=O)CCC(=O)NCc3cccc(C(F)(F)F)c3)CC2)cc1
    11	-9	-7	-7	-13	-7	-6	-29	1	8	14
> O=C(CSc1nc2ccccc2[nH]1)NC1CCCC1
    -6	11	-24	-1	-8	3	-1	-16	-8	1	-3
> Cc1cc2c(c(SCC(N)=O)n1)C(=O)OC2
    1	-6	-9	5	4	0	7	-57	5	1	4
> Cc1cc2c(cc1S(=O)(=O)N1CC(C)CC(C)C1)OCC(=O)N2 (centres undefined)
    -4	-3	-9	0	-3	-9	-8	2	3	-6	4
> CC(=O)Nc1ccc(NC(=O)COC(=O)c2c(C)nn(-c3ccccc3)c2C)cc1
    -18	8	49	-1	1	-1	-7	2	2	1	15
> Cc1cccc(NC(=O)Cn2nc(-c3ccco3)ccc2=O)c1C
    -3	-8	16	3	10	1	-8	1	2	-1	-35
> CC1(C)C(=O)OC(/C=C\c2cccc([N+](=O)[O-])c2)C(C)(C)C1=O (centres undefined)
    -8	-3	-1	3	15	3	4	-10	-2	-10	-9
> COc1ccc2occ(C(=O)c3cccs3)c2c1
    -64	-21	-77	-9	-75	-1	1	-79	7	29	-33
> Fc1ccc(CN2CCN(c3ncnc4scc(-c5ccccc5)c34)CC2)cc1
    23	2	-11	-7	3	10	-11	-3	-2	9	10
> NS(=O)(=O)c1ccc(CCNC(=O)CN2CCN(c3ccccc3O)CC2)cc1
    7	-5	-5	7	15	12	-2	0	1	3	12
> N=C1C(c2nc3ccccc3[nH]2)=C(O)CN1c1ccc(F)cc1
    -36	-21	-35	3	-25	6	-4	-27	4	22	0
> Cc1ccccc1-c1nc(CS(=O)(=O)CC(=O)N2CCCCC2)c(C)o1
    -3	6	-1	-2	-15	-8	-9	-3	-7	1	-17
> Cc1cccnc1NC(=O)c1cccc(NC(=O)CC2SC(N3CCCCC3)=NC2=O)c1 (centres undefined)
    3	-15	15	3	-5	5	-17	-3	-8	17	-6
> C/C(=N\NC(=O)c1cccc(S(=O)(=O)N2CCCC2)c1)c1ccc(F)cc1
    -10	0	-12	-15	18	-2	-4	-21	8	11	-4
> O=c1onc(-c2ccccc2)c2ccccc12
    -3	12	11	-12	15	1	2	-20	-4	3	9
> Cc1c(NC(=O)c2cc(Br)ccc2Cl)cccc1-n1cnnn1
    14	-4	14	-3	-20	1	-2	-11	-11	-4	6
> O=C(O)C1CCCCC1C(=O)Nc1ccc2c(c1)OCCO2 (centres undefined)
    69*	26	63	/	49	-3	3	43	-2	11	55*
> CN(C)S(=O)(=O)c1ccc(NC(=O)N2CCN(c3cccc(C(F)(F)F)c3)CC2)cc1
    29	3	-20	-11	7	13	-1	19	2	9	-1
> COC(=O)c1ccc(NC(=O)Cn2nnc(-c3cccs3)n2)cc1
    -3	10	8	17	1	-2	-4	-4	0	-3	-6
> COc1ccc(C2C(C(=O)Nc3cc(C)on3)c3ccccc3C(=O)N2C)cc1 (centres undefined)
    5	15	-11	10	5	18	2	3	-5	6	-10
> CCOc1ccccc1CNS(=O)(=O)c1ccc2c(c1)C(C)(C)C(=O)N2C
    -8	-12	-7	3	-2	-6	-6	13	0	-16	-14
> CCOc1cccc(-c2cc(=O)[nH][nH]2)c1
    31	8	7	6	8	-3	10	-25	-4	11	10
> COc1ccc(Cn2nnnc2CN2CCN(c3ccc(OC)cc3)CC2)cc1
    -2	-13	-14	-7	2	0	-6	4	-4	-5	23
> COc1ccccc1CN(Cc1nc2ccccc2c(=O)[nH]1)S(=O)(=O)c1ccc(C)cc1
    /	3	/	0	/	-6	/	/	3	/	-1
> CCN(CC)CCCCCOc1ccccc1OC
    -2	6	9	/	-1	7	1	-3	4	12	-43

Other results.
Every second line gives: TROY signal inh	COUP-TFII inh	LRH-1 inv ag	Vif imaging	NCOA3 inh	EBV LMP1 NFkB	NOD2-RIPK2 inh	NCOA1 inh	TLR9-MyD88 inh	TRAIL sens C8	SRC2 inh
> Cc1ncoc1C(=O)N1CCCC(N2CCN(c3ccccc3F)CC2)C1 (centres undefined)
    -11	15	-18	0	10	4	-7	-11	-4	-16	0
> O=C(COC(=O)c1ccc([N+](=O)[O-])s1)c1ccc[nH]1
    -17	10	20	25	-7	7	1	-3	0	3	-32
> COc1ccc(N2CCN(C(=S)Nc3ccc(OC)cc3OC)CC2)cc1
    -7	-9	-3	3	-6	5	5	-8	4	-3	1
> CC1(C)c2cc(Cl)ccc2-n2c1cc(O)c(-c1ccccc1)c2=O
    -3	4	-12	4	4	-4	-3	2	-22	17	-5
> CCOC(=O)N1CCC(NC(=O)c2cnc3n(c2=O)CCS3)CC1
    -1	8	11	-4	-7	4	-4	-15	8	6	13
> CCOc1ccc(S(=O)(=O)Nc2cccc(C(=O)N(C)CC(=O)Nc3ccc(OC)cc3)c2)cc1
    -4	6	27	72*	-7	2	-4	1	-7	3	8
> COCCC(=O)N1CCC(C(=O)Nc2ccc(Oc3ccccc3)nc2)CC1
    -35	0	-14	3	5	-8	2	-26	8	-16	-9
> Cc1c(N)cc(N)cc1C(=O)O
    -9	21	15	-1	-2	2	-7	5	3	18	0
> Nc1nc(Cl)cc(Oc2ccc([N+](=O)[O-])cc2)n1
    -9	5	-7	1	-3	10	6	3	1	-2	6
> COC(=O)COc1cccc(NC(=O)c2ccc(C)cc2)c1
    -31	-5	12	0	1	7	8	-12	0	34	-10
> Cc1ccccc1NC(=O)Cc1nc(COC(=O)c2ccc(Cl)c(S(N)(=O)=O)c2)cs1
    4	3	-15	-7	-9	-1	-4	14	-3	-24	-1
> O=C1CNc2ccc(C(=O)N3CCN(c4ccccn4)CC3)cc2N1
    5	16	-4	11	9	0	-9	-1	4	-3	-11
> COCCOc1ccc(C(F)(F)F)cc1NC(=O)COC(=O)c1ccc(N2CCCC2=O)cc1
    14	0	1	?	13	1	2	-12	-1	-9	-32
> O=C(Nc1c(-c2ccc(F)cc2)nc2ccccn12)c1ccc(F)cc1
    5	5	5	-3	6	/	-3	9	4	-17	11
> CC(=O)c1cccc(NC(=S)NCCc2ccc(Cl)cc2)c1
    1	7	-1	-24	2	-9	4	11	7	-9	9
> O=C1CN(C(=O)N[C@@H](Cc2ccccc2)C(=O)N[C@H](Cc2ccccc2)C(=O)O)c2ccccc2N1
    7	-14	10	-8	-18	-5	3	-7	1	-3	-12
> CCOC(=O)NCc1ccccc1
    -8	/	-19	-5	6	84*	-6	-20	-9	11	/
> O=C(O)c1ccc(-c2nc(-c3ccccc3)c(-c3cccs3)[nH]2)cc1
    -16	13	1	-1	19	4	-2	4	7	-14	0
> COC(=O)[C@@]12C[C@@H](CC(=O)N3CCSCC3)C(=O)N(Cc3ccccc3)C1=CCC(C)(C)C2
    /	5	5	/	/	/	-3	/	/	-8	2
> Cc1ccccc1C(=O)N(C)[C@H]1C[C@H]2c3[nH]c4ccccc4c3CCN2C[C@H]1[C@H](C)O
    32	2	-6	-5	-34	/	-8	2	/	0	3
> COC(=O)C1CCCCN1C(=O)c1cc(COc2cccc3cnccc23)on1 (centres undefined)
    28	61*	25	-17	28	27	-2	26	-8	18	25
> CN1CCN(C(=O)CN(c2cc(C(F)(F)F)ccc2Cl)S(C)(=O)=O)CC1
    -1	-6	1	10	21	-16	4	-12	-103	-18	12
> CN(Cc1ccc(Cl)c(Cl)c1)C(C(=O)NCc1ccccc1)c1ccc(C(F)(F)F)cc1 (centres undefined)
    /	-3	-3	/	/	/	-4	/	/	28	-19
> CC(C)(C)OC(=O)NCc1ccc(CNC(=O)c2nc[nH]c2C(=O)N2CCN(C(=O)OC(C)(C)C)CC2)cc1
    22	31	19	-7	11	-4	-10	24	-6	30	21
> CCC/C(O)=C1\C(=O)CCCC1=NCCc1c(C)[nH]c2ccccc12
    7	1	5	-1	3	1	-21	3	-9	-17	-8
> CC(CN1CCCCC1)OC(=O)CCc1ccccc1 (centres undefined)
    23	8	4	22	19	-4	-9	13	3	4	-19
> Cc1ccn2cc(-c3cnoc3C)nc2c1
    -31	-13	-47	7	-26	1	-5	-41	1	-6	-59
> COc1ccc(CCNC(=O)c2ccc(NC(=O)CC3SC(N4CCCCC4)=NC3=O)cc2)cc1 (centres undefined)
    5	-11	20	-3	-42	2	-9	-12	-9	-9	-1
> O=C(c1ccc2c(c1)OCCO2)N1CCN(Cc2c(F)cccc2Cl)CC1
    -14	20	15	-8	12	9	5	-8	-2	3	-22
> COc1ccc(/C=C2/SC(=O)N(CC(=O)Nc3cc(C)on3)C2=O)cc1OC
    7	-16	7	-6	5	-11	-8	7	-4	5	-19

(continued)
Every second line gives: TROY signal inh	COUP-TFII inh	LRH-1 inv ag	Vif imaging	NCOA3 inh	EBV LMP1 NFkB	NOD2-RIPK2 inh	NCOA1 inh	TLR9-MyD88 inh	TRAIL sens C8	SRC2 inh
> Cc1c(C(=O)NCc2cccnc2)oc2ccc(S(=O)(=O)N3CCCC(C)C3)cc12 (centres undefined)
    1	5	6	-2	5	8	-3	-3	8	25	5
> Cc1cc(=O)oc(C)c1C(=O)Nc1cccnc1Cl
    -34	-10	-5	0	16	-3	-11	8	-3	0	-20
> CC1(C2CCCC2)NC(=O)NC1=O (centres undefined)
    -2	1	12	12	-10	6	-9	5	4	-9	13
> COc1cc(NS(=O)(=O)c2cn(C)cn2)cc(OC)c1
    -4	-17	5	24	5	1	-3	-10	8	-12	-25
> COc1ccc(CCN=C(N)NS(=O)(=O)c2ccc(C)cc2)cc1
    -9	5	15	-3	21	1	-6	-8	-11	-11	-7
> Cc1sc(NC(=O)CN2CCN(c3ccccn3)CC2)c(C#N)c1C
    -10	-2	20	-6	7	11	-3	-11	8	21	24
> COc1cc(C(=O)N2C[C@H]3CC[C@H]2C3)ccc1OC1CCN(C(C)=O)CC1
    -2	-1	-4	24	24	5	-4	-12	0	1	-13
> CC(C)[C@H](NC(=O)c1ccccc1F)C(=O)Nc1ccc2c(c1)OCO2
    -15	4	-13	-4	10	-8	-4	-19	5	8	-6
> COc1ccc(OCC(=O)N2CCc3c([nH]c4ccccc34)C2c2ccccn2)cc1 (centres undefined)
    -9	5	-11	/	7	1	-5	-10	3	0	-21

Assay outcomes: PubChem BioAssay, several laboratories

The list is partial; count on the stated rates, not on these rows.
